TCR act: T cell receptor activation; 330,000 tested, under 10 active; Potency, µM (doses to about 9.22 µM), for inactives: at the highest dose activation of IL-2 secretion, actives largely listed as activators; primary human leukocytes, anti-CD3, IL-2 HTRF, 48 h; AID 504894; also: % of control where 0% means no effect
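Compounds are tested in HTS on primary human leukocytes co-incubated with a-CD3 beads for 48 hr. IL-2 output is measured by time-resolved FRET.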
Integrin act MD: integrin-mediated muscular dystrophy alleviation activation. 350,000 compounds, 0.064% hits. Potency, µM (titrated, usually from 38.3 µM), inactives show top-dose activation, most hits filed as activators. AID 624291. alpha7betagal myoblasts, beta-gal FDG fluorescence, 48 h;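 also: potency is read from the fitted curve at half-maximal effect; 100% = response of the positive control SU9516; nearly all actives have a fitted effect of over 60% in size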
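Alpha7betagal+/- myoblasts (passage 13) were plated 16-24 hr, then exposed to compounds (1:260 dilution of DMSO stock) for 48 hours at 37C. After MPER lysis, β-galactosidase reporter activity was read as FDG fluorescence (ex 480/em 540) after 30 minutes.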
TSHR antag: blocks TSH signaling through the human TSH receptor; activity change, negative = inhibition, % at 11.5 µM; TSHR-expressing cells, TSH-stimulated cAMP HTRF, 2 h; hits give low values; 330,000 compounds, 0.2% hits; P16473;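 active = activity change below a set negative limit, meaning inhibition stronger than a set level, cut at about -70% in these data; inconclusive = activity change between two set negative limits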; also: % is scaled to controls: 0 for no effect and ±100 for the full control effect
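Freshly harvested TSHR cells receive pin-tooled compound, then EC80 TSH at 4nM final. After 2 hours at 37 deg C, antibody in lysis buffer and cAMP-d2 are added; 30 minutes at ambient temperature precede the HTRF read.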
Mito fusion yeast: mitochondrial division inhibition or fusion activation | S. cerevisiae fusion-defective mutant growth rescue, CellTiterGlo 48 h | Potency, µM (highest dose often 46.1 µM), without a hit: top-dose growth rescue (activation), actives largely listed as activators | 320,000 compounds, 0.23% hits | AID 485298;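 also: potency is read from the fitted curve at half-maximal effect; % of control where 0% means no effect; nearly all actives have a fitted effect of over 45% in size; temperature-sensitive fusion mutants such as fzo1-1 at 37 °C on non-fermentable ethanol glycerol medium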
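Compounds are tested for their ability to restore growth of mitochondrial fusion-defective yeast strains at non-permissive 37C in YPEG medium over 48 hours. Viability is quantified by luciferase luminescence.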
Eya2 phos inh: blocks the phosphatase activity of human Eya2 | recombinant Eya2, OMFP fluorescence dephosphorylation (OMFP is methylfluorescein phosphate) | Potency, µM (highest dose often 76.9 µM), without a hit: top-dose activity, negative = inhibition, most hits filed as inhibitors | 330,000 compounds, 0.006% hits; also: potency is read from the fitted curve at half-maximal effect; % is scaled to controls: 0 for no effect and ±100 for the full control effect
Target sequence (O00167 whole entry, looked up): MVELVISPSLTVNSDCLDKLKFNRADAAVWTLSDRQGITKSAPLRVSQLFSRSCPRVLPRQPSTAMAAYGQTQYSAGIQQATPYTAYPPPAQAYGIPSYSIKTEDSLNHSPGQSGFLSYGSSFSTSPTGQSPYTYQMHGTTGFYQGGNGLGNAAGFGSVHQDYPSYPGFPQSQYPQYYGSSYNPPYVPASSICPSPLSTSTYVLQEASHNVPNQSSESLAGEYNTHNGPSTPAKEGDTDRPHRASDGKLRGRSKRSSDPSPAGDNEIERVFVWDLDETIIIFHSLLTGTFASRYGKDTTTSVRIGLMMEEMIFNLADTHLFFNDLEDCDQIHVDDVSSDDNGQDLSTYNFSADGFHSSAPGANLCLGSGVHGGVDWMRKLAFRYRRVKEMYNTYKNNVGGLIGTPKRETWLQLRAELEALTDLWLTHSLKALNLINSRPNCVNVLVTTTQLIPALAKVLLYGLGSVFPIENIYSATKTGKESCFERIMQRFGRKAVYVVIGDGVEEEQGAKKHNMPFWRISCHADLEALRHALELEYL
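Eya2 (0.2 uM) preincubated 10 min at ambient with compound, then OMFP substrate added at 50 uM; 10 min reaction in 50 mM HEPES pH 7.5, 50 mM NaCl, 5 uM MgCl2, 0.05% BSA, 1 mM DTT. Fluorescence read at Ex 485/Em 525 nm.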
A-T KAP1 phos: candidate therapy for ataxia-telangiectasia. […] A-T fibroblasts, KAP-1 phosphorylation AlphaLISA; neocarzinostatin DNA damage 30 min before lysis. Potency, µM (top dose mostly 57.5 µM), for inactives: top-dose activation, usual class: activators. 320,000 compounds, 0.19% hits; also: potency is read from the fitted curve at half-maximal effect; % of control where 0% means no effect; nearly all actives have a fitted effect of over 45% in size
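hTERT-immortalized A-T patient fibroblasts ([…]), 500 cells/well in OPTI-MEM, 1% FBS, got compounds for 60 min, then NCS for 30 min at 37C. Lysates were then assayed for phospho-KAP-1 by AlphaLISA (anti-pKAP1 donor, anti-KAP1 acceptor beads), 6 hr at 25C.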
PTAP TSG101 blk: blocks PTAP/TSG101 interaction to inhibit HIV-1 budding | 340,000 tested, under 10 active | Fluorescence polarization, FITC-PTAP peptide / Tsg101 binding | Potency, µM (top dose mostly 115 µM), for inactives: top-dose activity change, negative = inhibition, usual class: inhibitors; active = well fitted inhibition curve with a large enough effect in the main read-out, with a control signal flat, not every such curve was filed as active; inconclusive = small, poorly fitted or top-dose-only effect, or effect the other way, or a change in a side signal; inactive = no such curve, though single readings can be large or run the other way; also: potency is read from the fitted curve at half-maximal effect; % of control where 0% means no effect
Target sequence (Q99816 whole entry, looked up): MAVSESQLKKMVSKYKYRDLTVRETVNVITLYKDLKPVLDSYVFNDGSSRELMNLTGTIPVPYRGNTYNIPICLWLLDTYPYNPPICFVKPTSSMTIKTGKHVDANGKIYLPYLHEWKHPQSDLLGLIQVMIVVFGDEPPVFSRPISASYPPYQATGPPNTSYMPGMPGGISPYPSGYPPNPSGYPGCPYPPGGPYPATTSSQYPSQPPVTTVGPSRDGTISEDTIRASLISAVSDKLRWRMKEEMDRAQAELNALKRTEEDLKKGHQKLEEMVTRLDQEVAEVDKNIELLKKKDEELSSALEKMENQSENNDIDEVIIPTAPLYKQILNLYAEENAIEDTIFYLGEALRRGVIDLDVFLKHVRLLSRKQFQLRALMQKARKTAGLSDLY
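FP read-out: FITC-PTAP peptide, 50 nM final, binding Tsg101 binding domain, 10 uM final; 20 min, r.t.; 10 mM HEPES pH 7.5, 0.15 M NaCl, 0.01% Tween 20, 3 mM EDTA, 0.1 mM TCEP.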
BCR signal inh: inhibitors of chronic active B-cell receptor signaling; AID 493014; 340,000 compounds, 0.05% hits; Potency, µM (highest dose often 46.1 µM), for inactives: top-dose ratio change, negative = lower green/red ratio, hits mostly inhibitors; ABC-DLBCL IkBa-CBG/CBR reporter, luminescence ratio, 4 h; active = well fitted inhibition curve with a large enough effect in the signal ratio, with a control signal flat, not every such curve was filed as active; inconclusive = small, poorly fitted or top-dose-only effect, or effect the other way, or a change in a side signal; the % refers to the signal ratio;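 also: potency is read from the fitted curve at half-maximal effect; plate controls were basal doxycycline-induced cells for no effect and cells given 10 µM MG132 for full effect; MG132 reads +100%, hits lower the ratio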
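TMD8 ABC-DLBCL cells carrying doxycycline-inducible green luciferase fused to IkappaBalpha plus unfused red luciferase were exposed to compounds (up to 46 uM) for 4 hrs at 37C. Activity came from the overlap-corrected green/red luminescence ratio.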
Tb PFK block: inhibitors of T. brucei phosphofructokinase. O15648. T. brucei PFK, ADP-Glo luminescence. Potency, µM (highest dose often 57.5 µM), for inactives: at the top dose activity, negative = inhibition, hits mostly inhibitors. 330,000 compounds, 0.17% hits;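 also: potency is read from the fitted curve at half-maximal effect; 0% = uninhibited 1x PFK enzyme wells and -100% = no-enzyme wells; nearly all actives have a fitted effect of over 60% in size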
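Compounds were pin-transferred as a titration series up to 57 uM into substrate buffer (0.5 mM F6P, 0.1 mM ATP, pH 8.0), then 1.25 nM PFK was added and reactions ran 45 min before ADP-Glo detection.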
ELG1 repair inh: ELG1-dependent DNA repair inhibition. HEK293T ELG1-luciferase reporter, luminescence, 16 h; DNA damage induced by 5-fluorouridine. Potency, µM (top dose mostly 46.1 µM), without a hit: at the top dose activity change, negative = inhibition, hits mostly inhibitors. 330,000 compounds, 2.3% hits. AID 504467; also: potency is read from the fitted curve at half-maximal effect; % is scaled to controls: 0 for no effect and ±100 for the full control effect; nearly all actives have a fitted effect of over 55% in size
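Luminescence from the luciferase reporter, measured 30 min after ONE-Glo reagent at room temperature, was the read-out. Beforehand, 2,000 cells per well were exposed for 16 hr at 37 °C to 5-fluorouridine together with compound or vehicle.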
ASM inhibitor: human S-ASM enzyme inhibition. P17405. placental ASM, HMU-PC fluorogenic substrate, 60 min. Potency, µM (titrated, usually from 57.5 µM), for inactives: top-dose activity change, negative = inhibition, most hits filed as inhibitors. 340,000 compounds, 0.006% hits. AID 504937; also: potency is read from the fitted curve at half-maximal effect
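Steps: dispense placental human ASM, pin compound, wait 10 min at room temperature, add HMU-PC0 substrate at 9 uM final, incubate 60 min at 37 °C, add stop solution raising pH to 10, read fluorescence.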
Numbers without * were called inactive; [ ] = remark or other dose. Unless noted, calls follow the shape of the dose curve; as a rule, active = well fitted curve in the direction sought with a large enough effect; inconclusive = small, poorly fitted or top-dose-only effect, or another doubt; inactive = no such curve, though single readings can be large; an effect the other way counts as inactive or inconclusive.

`CCCCC(=O)NC1(C(F)(F)F)C(=O)Nc2c1c(=O)n(C)c(=O)n2C` (stereo not drawn) gave TCR act 0%, Integrin act MD -1%, TSHR antag 2, Mito fusion yeast -2%, Eya2 phos inh -19%, A-T KAP1 phos 1%, PTAP TSG101 blk -7%, BCR signal inh inconclusive, Tb PFK block 9%, ELG1 repair inh 7% and ASM inhibitor 3%.
For Cc1cccc(NC(=O)CNC(=O)c2ccc3nc[nH]c3c2)c1C the results were TCR act 2%, Integrin act MD 0%, TSHR antag 14, Mito fusion yeast -1%, Eya2 phos inh -17%, A-T KAP1 phos -17%, PTAP TSG101 blk -3%, BCR signal inh 2%, Tb PFK block 8% and ELG1 repair inh 10%.
For CC(C)CCc1noc(CN(C)CCC2CCOCC2)n1 the results were TCR act -4%, Integrin act MD -16%, TSHR antag 1, Mito fusion yeast -3%, Eya2 phos inh inconclusive, A-T KAP1 phos 11%, PTAP TSG101 blk -3%, BCR signal inh -2%, Tb PFK block -5%, ELG1 repair inh -4% and ASM inhibitor 1%.
`Cc1cc(NC(=O)CS(=O)(=O)Cc2ccccc2)no1` gave TCR act 3%, Integrin act MD inconclusive, TSHR antag -2, Mito fusion yeast 0%, Eya2 phos inh 9%, A-T KAP1 phos 1%, PTAP TSG101 blk 1%, BCR signal inh 1%, Tb PFK block -5%, ELG1 repair inh -2% and ASM inhibitor 4%.
Screening CCOc1ccc(-c2cn(CCC#N)cn2)cc1 returned TCR act -21%, Integrin act MD -17%, TSHR antag 0, Mito fusion yeast 2%, Eya2 phos inh 3%, A-T KAP1 phos -9%, PTAP TSG101 blk 1%, BCR signal inh 3%, Tb PFK block 3%, ELG1 repair inh inconclusive and ASM inhibitor -1%.
Screening Nc1ccccc1S(N)(=O)=O returned TCR act 1%, TSHR antag 0, Mito fusion yeast -1%, Eya2 phos inh inconclusive, A-T KAP1 phos 9%, PTAP TSG101 blk 2%, BCR signal inh 3%, Tb PFK block 0%, ELG1 repair inh 10% and ASM inhibitor 5%.
Screening CCCn1c2c(c(O)c(C(=O)NC)c1=O)CCCC2 returned TCR act 4%[46.1 µM], Integrin act MD -13%, TSHR antag -2, Mito fusion yeast 15%, Eya2 phos inh -5%, A-T KAP1 phos 7%, PTAP TSG101 blk 5%, BCR signal inh 4%, Tb PFK block 1%, ELG1 repair inh -8% and ASM inhibitor 1%.
`Cc1ccc(S(=O)(=O)N2CCN(c3nccnc3C#N)CC2)cc1` gave TCR act -1%, Integrin act MD 33%, TSHR antag 4, Mito fusion yeast 2%, Eya2 phos inh 7%, A-T KAP1 phos 0%, PTAP TSG101 blk -4%, BCR signal inh -3%, Tb PFK block -13%, ELG1 repair inh -29% and ASM inhibitor 15%.
`CCN(c1ccccc1)S(=O)(=O)c1ccc(OC)c(NC(=O)C2CC(=O)N(Cc3ccccc3)C2)c1` (stereo not drawn) gave TCR act 3%, Integrin act MD 22%, TSHR antag 2, Mito fusion yeast 0%, Eya2 phos inh -10%, A-T KAP1 phos 6%, PTAP TSG101 blk -2%, BCR signal inh 5%, Tb PFK block 1%, ELG1 repair inh -15% and ASM inhibitor -1%.
For Cc1cc(N2CCOCC2)nc2ccc(NC(=O)CCC(=O)N3CCCCC3)cc12 the results were TCR act -1%, Integrin act MD 36%[7.66 µM], TSHR antag 3, Mito fusion yeast -3%, Eya2 phos inh 19%, A-T KAP1 phos 1%, PTAP TSG101 blk -4%, BCR signal inh 2%, Tb PFK block -7%, ELG1 repair inh inconclusive and ASM inhibitor 392%[activator].
Screening Cc1c(C)c2c(OCC(=O)N3CCC(O)CC3)cc3c(c2oc1=O)CCC(C)(C)O3 returned TCR act 3%, Integrin act MD -13%, TSHR antag -11, Mito fusion yeast -6%, Eya2 phos inh -15%, A-T KAP1 phos 5%, PTAP TSG101 blk -2%, BCR signal inh -4%, Tb PFK block -4%, ELG1 repair inh inconclusive and ASM inhibitor 75%[activator].
CCOC(=O)C1CCN(S(=O)(=O)c2ccc3c4c(cccc24)C(=O)N3CC)CC1 was read as TCR act -1%, Integrin act MD 1%, TSHR antag -7, Eya2 phos inh -14%, A-T KAP1 phos inconclusive, PTAP TSG101 blk -5%, BCR signal inh inconclusive, Tb PFK block 4% and ASM inhibitor 492%[activator].
`O=S(=O)(c1ccc(F)c(F)c1)N1CCCc2ccccc21` gave TCR act -3%, Integrin act MD -20%, TSHR antag -12, Mito fusion yeast -7%, Eya2 phos inh -13%, A-T KAP1 phos 13%, PTAP TSG101 blk -4%, BCR signal inh -3%, Tb PFK block 3%, ELG1 repair inh 16% and ASM inhibitor 0%.
CN1CCN(C(=O)c2ccccc2NC(=O)C(C)(C)C)CC1 was read as TCR act 4%[46.1 µM], Integrin act MD 13%, TSHR antag 5, Mito fusion yeast -5%, Eya2 phos inh -12%, A-T KAP1 phos -2%, PTAP TSG101 blk -2%, BCR signal inh -8%, Tb PFK block 2%, ELG1 repair inh -2% and ASM inhibitor 6%.
CSc1ccccc1C(=O)NCc1ccccc1C was read as TCR act -2%, Integrin act MD 7%, TSHR antag 6, Mito fusion yeast -2%, Eya2 phos inh -29%, A-T KAP1 phos 4%, PTAP TSG101 blk 0%, BCR signal inh -3%, Tb PFK block 1%, ELG1 repair inh 7% and ASM inhibitor 3%.
`O=C(Nc1cc(Cl)cc(Cl)c1)c1cccc(OC(F)F)c1` gave TCR act 2%, Integrin act MD -47%[inhibitor], TSHR antag -37, Mito fusion yeast 2%, Eya2 phos inh -26%, PTAP TSG101 blk -2%, BCR signal inh inconclusive, Tb PFK block 2%, ELG1 repair inh inconclusive and ASM inhibitor -11%.
For Cc1ccc(Nc2c(F)c(F)c(F)c(F)c2C(=O)O)c(C)c1 the results were TCR act -3%, Integrin act MD 16%, TSHR antag -11, Mito fusion yeast -3%, Eya2 phos inh 3%, A-T KAP1 phos 0%, PTAP TSG101 blk -3%, BCR signal inh inconclusive, Tb PFK block -7%, ELG1 repair inh -5% and ASM inhibitor 18%.
`O=C(CSc1nc2ccccc2n1CC(=O)N1CCCC1)Nc1nccs1` gave TCR act 1%, Integrin act MD -15%, TSHR antag -5, Mito fusion yeast -3%, Eya2 phos inh 5%, A-T KAP1 phos 0%, PTAP TSG101 blk -1%, BCR signal inh 5%, Tb PFK block -4%, ELG1 repair inh 1% and ASM inhibitor -1%.
For COc1ccc2c(c1)c(/C=C/c1cc[n+](C)cc1)cn2C the results were TCR act 0%, Integrin act MD 23%, TSHR antag -27, Mito fusion yeast 11%, Eya2 phos inh inconclusive, A-T KAP1 phos -5%, PTAP TSG101 blk inconclusive, BCR signal inh inconclusive, Tb PFK block 1%, ELG1 repair inh inconclusive and ASM inhibitor -24%.
COc1cccc(/C=N/NC(=O)c2ccc(N3CCCC3=O)cc2)c1 was read as TCR act -3%, Integrin act MD -20%, TSHR antag -2, Mito fusion yeast 7%, Eya2 phos inh 1%, A-T KAP1 phos 1%, PTAP TSG101 blk -5%, BCR signal inh inconclusive, Tb PFK block -8%, ELG1 repair inh 2% and ASM inhibitor -1%.
For Cc1cc(C)c2oc(C(=O)N3CCN(C)CC3)cc(=O)c2c1 the results were TCR act 0%, Integrin act MD -5%, TSHR antag -25, Mito fusion yeast -15%, Eya2 phos inh -2%, A-T KAP1 phos inconclusive, PTAP TSG101 blk -4%, BCR signal inh inconclusive, Tb PFK block 10%, ELG1 repair inh 0% and ASM inhibitor -1%.
